Assay outcomes as filed in PubChem BioAssay.
MrgX1 allo act: positive allosteric modulators of MrgX1, primary screen, HEK293 cells, Fluo-4 calcium flux; 0.63% of 310,000 active; Mas-related G-protein coupled receptor member X1 (Homo sapiens), Q96LB2; FDSS; hits give high values; B-score at 10 µM;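 active = plate-corrected calcium response at least 3 library SD above typical, normal starting fluorescence, not activating the receptor alone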;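 also: compound read alongside a low EC10 to EC30 dose of BAM8-22 agonist; peak minus trough fluorescence over baseline measured at the second addition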
Target sequence (Q96LB2 whole entry, looked up): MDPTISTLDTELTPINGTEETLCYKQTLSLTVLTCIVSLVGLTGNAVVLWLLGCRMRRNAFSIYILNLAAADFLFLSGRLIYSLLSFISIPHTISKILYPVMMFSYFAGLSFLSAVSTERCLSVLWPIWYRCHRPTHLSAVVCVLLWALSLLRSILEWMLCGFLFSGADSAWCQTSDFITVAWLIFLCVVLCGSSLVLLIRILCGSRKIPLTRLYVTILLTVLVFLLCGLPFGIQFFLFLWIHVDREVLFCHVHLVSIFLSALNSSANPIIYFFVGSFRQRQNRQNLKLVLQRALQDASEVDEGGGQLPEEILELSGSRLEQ
TRPC6 inhibitor: mouse TRPC6 channel inhibitors, primary screen, cell-based, HEK293, membrane potential dye | Short transient receptor potential channel 6 (Mus musculus), Q61143 | B-score at 10 µM | 1.1% of 310,000 active | ACh-evoked depolarization; hits give low values;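 active = B-score under library mean minus 3 SD, initial fluorescence not abnormally high, positive integrated signal ratio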;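 also: B-score derived from integrated fluorescence ratio over the kinetic read; more negative B-score means stronger inhibition of depolarization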
TRPC6 activator: mouse TRPC6 channel activators, primary screen, cell-based, HEK293, membrane potential dye | HEK293-TRPC6 membrane potential dye fluorescence; hits give high values | B-score at 10 µM | 0.13% of 310,000 active | AID 2550, 2010;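 active = B-score of the integrated fluorescence ratio above library mean plus 3 SD, and starting fluorescence ratio within library mean plus 5 SD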;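 also: higher score means more depolarization so channel activation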
RGS4 block: RGS4 inhibitors, primary screen, cell-based, HEK293 M3R inducible RGS4, calcium flux; Fluo-4 calcium flux; hits give high values; triggered by carbachol at its EC20; B-score at 10 µM; 0.45% of 310,000 active;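 active = B-score, a plate-corrected calcium signal, over three deviations above library mean, with baseline fluorescence within five deviations of library mean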;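 also: RGS4 expression induced by doxycycline in cells with stable M3 receptor; B-score is computed from the integrated fluorescence ratio over baseline after carbachol; higher B-score means a larger calcium signal and so more RGS4 inhibition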
Target sequence (P49798 whole entry, looked up): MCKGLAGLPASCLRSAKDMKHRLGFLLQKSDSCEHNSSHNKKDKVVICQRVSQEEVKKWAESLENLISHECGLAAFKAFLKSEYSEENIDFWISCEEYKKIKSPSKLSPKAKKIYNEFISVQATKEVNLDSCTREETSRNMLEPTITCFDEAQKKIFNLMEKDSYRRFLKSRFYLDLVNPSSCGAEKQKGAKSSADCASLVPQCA
RGS4 act: RGS4 potentiators or activators, primary screen, cell-based, HEK293 M3R inducible RGS4, calcium flux; B-score at 10 µM; carbachol calcium flux Fluo4; hits give low values; 0.92% of 310,000 active;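 active = B-score of the integrated calcium signal more than 4 SD below the library mean, with starting fluorescence not abnormally high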;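 also: negative B-score means reduced calcium response which marks RGS4 activation or potentiation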
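System: HEK293 FlpIn-TREx cells, stable M3R, doxycycline-inducible RGS4. Timing: overnight RGS4 induction, 30 min dye load 37 °C, 20 min compound RT. Also added: carbachol, ECmax concentration. Measured by: Fluo4 fluorescence kinetic imaging of calcium. Evaluation: integrated calcium ratio converted to B score.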
SKKanGAS inh: S. pyogenes SKKanGAS growth inhibitors in kanamycin, primary screen, streptokinase expression inhibitor project, SKKanGAS strain, BacTiter-Glo luminescence; inhibition, % at 7.5 µM; 6 h; AID 1662, 2009; 1.3% of 300,000 active;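 active = mean replicate score, as percent of positive control median, at least 50; inconclusive = mean below 50 but one replicate at or above 50; inactive = mean and every replicate below 50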;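 also: strain carries kanamycin resistance gene driven by streptokinase promoter and grows in 40 µg/ml kanamycin; loss of luminescence reflects streptokinase promoter inhibition or plain growth inhibition; 0% = median of DMSO wells and 100% = positive control at its reference dose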
ANO1 block: TMEM16A chloride channel inhibitors, primary screen, cell-based, HTS; 1.2% of 310,000 active; Anoctamin-1 (Mus musculus), Q8BHY3; HEK293 TMEM16A/YFP iodide influx fluorescence, ionomycin; AID 588511, 2011; normalized B-score (activity score, 25-100; higher = stronger inhibition) at 10 µM;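 active = ratio plate-corrected score three or more library SD toward inhibition, starting fluorescence score within five deviations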;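 also: score derived from kinetic fluorescence span divided by baseline fluorescence per well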
TMEM16A act: TMEM16A chloride channel activators or potentiators, primary screen, cell-based, HTS; Anoctamin-1 (Mus musculus), Q8BHY3; HEK293 TMEM16A/YFP-H148Q/I152L, iodide quench fluorescence; hits give low values; B-score at 10 µM; 0.3% of 340,000 active;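 active = fluorescence-ratio B-score plate-corrected deviation score at least 3 library SD below zero, with starting fluorescence score within 5 deviations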;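 also: channel opened by trigger with iodide after compound preincubation; score built on the fluorescence ratio of max minus min over baseline; more negative score means more quench and so TMEM16A activation or potentiation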
HDAC3 inh: HDAC3 deacetylase inhibitors, primary screen, biochemical, fluorescence, cell-free homogeneous; Histone deacetylase 3 (Homo sapiens), O15379; recombinant HDAC3, fluorogenic peptide/trypsin coupled; inhibition, % at 8.3 µM; 0.15% of 320,000 active; AID 2718, 2010; in the data active = inhibition above about 26%, passing the limit was not always enough; inconclusive = no clear call, values can overlap the other calls
Target sequence (O15379 whole entry, looked up): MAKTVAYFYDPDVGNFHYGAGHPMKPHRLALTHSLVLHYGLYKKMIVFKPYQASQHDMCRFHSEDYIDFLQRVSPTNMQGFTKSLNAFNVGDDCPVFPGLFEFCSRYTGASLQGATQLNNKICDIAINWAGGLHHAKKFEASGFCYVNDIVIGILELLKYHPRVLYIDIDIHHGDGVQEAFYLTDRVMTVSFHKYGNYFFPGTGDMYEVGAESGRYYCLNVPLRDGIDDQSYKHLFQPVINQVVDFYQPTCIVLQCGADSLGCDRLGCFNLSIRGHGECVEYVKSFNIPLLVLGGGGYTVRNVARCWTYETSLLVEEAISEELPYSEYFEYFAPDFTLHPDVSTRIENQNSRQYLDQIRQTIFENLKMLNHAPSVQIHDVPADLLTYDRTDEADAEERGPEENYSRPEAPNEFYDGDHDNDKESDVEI
MrgX1 antagonist: antagonists of human MrgX1 receptor, primary screen, HEK293 cells, Fluo-4 calcium flux; BAM8-22 antagonism; hits give low values; B-score at 10 µM; 1.3% of 310,000 active;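 active = calcium-response B-score plate-corrected more than 3 library SD below zero, starting fluorescence within 5 deviations, no agonist response on first addition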;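 also: peak minus trough fluorescence over baseline after final BAM8-22 challenge near maximal dose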
MrgX1 agonist: agonists of human MrgX1 receptor, primary screen, HEK293 cells, Fluo-4 calcium flux | Mas-related G-protein coupled receptor member X1 (Homo sapiens), Q96LB2 | Fluo-4 calcium fluorescence, agonist mode; hits give high values | B-score at 10 µM | 0.44% of 310,000 active | AID 588627, 2011;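 active = calcium response B-score plate-corrected fluorescence ratio at least 3 library SD, with starting fluorescence B-score inside 5 SD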
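Material: MrgX1-expressing HEK293 cells / Dosing: compound as first of three additions / Incubation: overnight seeding, then 1 h dark dye loading / Signal: Fluo-4 NW calcium fluorescence / Evaluation: B-scored fluorescence response ratio / Benchmarks: positive and negative control wells on each plate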
* marks the source's active call; other numbers are inactive results.

Screening Cn1nc(C(=O)Nc2ccc(Cl)cc2)cc1C(=O)Nc1ccc(Cl)cc1 returned MrgX1 allo act inactive, TRPC6 inhibitor inactive, TRPC6 activator inactive, RGS4 block inactive, RGS4 act inactive, SKKanGAS inh 1, ANO1 block inactive, TMEM16A act inactive, HDAC3 inh -4, MrgX1 antagonist inactive and MrgX1 agonist inactive.
For COC(=O)C1=C(C)N(CCCCCC(=O)O)C(=O)NC1c1ccccc1 (stereo not drawn) the results were MrgX1 allo act inactive, TRPC6 inhibitor inactive, TRPC6 activator inactive, RGS4 block inactive, RGS4 act inactive, SKKanGAS inh 3, ANO1 block inactive, TMEM16A act inactive, HDAC3 inh 3, MrgX1 antagonist inactive and MrgX1 agonist inactive.
`Nc1nc(CCl)nc(Nc2cccc3ccccc23)n1` gave MrgX1 allo act inactive, TRPC6 inhibitor inactive, TRPC6 activator inactive, RGS4 block inactive, RGS4 act inactive, SKKanGAS inh -2, ANO1 block inactive, TMEM16A act inactive, HDAC3 inh 7, MrgX1 antagonist inactive and MrgX1 agonist inactive.
`Cc1ccc(S(=O)(=O)N(C(=O)c2ccncc2)c2ccc(OC(=O)c3ccncc3)c3ccccc23)cc1` gave MrgX1 allo act inactive, TRPC6 inhibitor inactive, TRPC6 activator inactive, RGS4 block inactive, RGS4 act inactive, SKKanGAS inh 7, ANO1 block inactive, TMEM16A act inactive, HDAC3 inh inconclusive, MrgX1 antagonist inactive and MrgX1 agonist inactive.
`COc1ccc2cc(C3NC(=O)c4ccccc4N3)c(Cl)nc2c1` (stereo not drawn) gave MrgX1 allo act inactive, TRPC6 inhibitor inactive, TRPC6 activator inactive, RGS4 block inactive, RGS4 act inactive, SKKanGAS inh 7, ANO1 block inactive, TMEM16A act inactive, HDAC3 inh -4, MrgX1 antagonist inactive and MrgX1 agonist inactive.
`N#Cc1c(N)nc2c(c1-c1ccc3c(c1)OCO3)CCc1ccccc1-2` gave MrgX1 allo act inactive, TRPC6 inhibitor inactive, TRPC6 activator inactive, RGS4 block inactive, RGS4 act inactive, SKKanGAS inh 34, ANO1 block inactive, TMEM16A act inactive, HDAC3 inh -2, MrgX1 antagonist inactive and MrgX1 agonist inactive.
Screening COc1ccc(-c2nc(-c3ccc(Br)o3)no2)cc1 returned MrgX1 allo act inactive, TRPC6 inhibitor inactive, TRPC6 activator inactive, RGS4 block inactive, RGS4 act inactive, SKKanGAS inh 0, ANO1 block inactive, TMEM16A act inactive, HDAC3 inh 4, MrgX1 antagonist inactive and MrgX1 agonist inactive.
For Cc1ccc(C)c(NC(=S)N2CCC(c3nc4ccccc4s3)CC2)c1 the results were MrgX1 allo act inactive, TRPC6 inhibitor inactive, TRPC6 activator inactive, RGS4 block inactive, RGS4 act inactive, SKKanGAS inh -3, ANO1 block inactive, TMEM16A act inactive, HDAC3 inh 0, MrgX1 antagonist inactive and MrgX1 agonist inactive.
C=CCOc1ccc(/C(O)=C2\C(=O)C(=O)N(CCCOC)C2c2ccncc2)cc1 (stereo not drawn) was read as MrgX1 allo act inactive, TRPC6 inhibitor inactive, TRPC6 activator inactive, RGS4 block inactive, RGS4 act inactive, SKKanGAS inh 5, ANO1 block inactive, TMEM16A act inactive, HDAC3 inh -3, MrgX1 antagonist inactive and MrgX1 agonist inactive.
For CCc1nc2c(s1)CCc1onc(-c3ccc(Cl)cc3)c1-2 the results were MrgX1 allo act inactive, TRPC6 inhibitor inactive, TRPC6 activator inactive, RGS4 block inactive, RGS4 act inactive, SKKanGAS inh 3, ANO1 block inactive, TMEM16A act inactive, HDAC3 inh 4, MrgX1 antagonist inactive and MrgX1 agonist inactive.
`Nc1cccc(S(=O)(=O)Nc2ccccc2)c1` gave MrgX1 allo act inactive, TRPC6 inhibitor inactive, TRPC6 activator inactive, RGS4 block inactive, RGS4 act inactive, SKKanGAS inh 3, ANO1 block inactive, TMEM16A act inactive, HDAC3 inh 13, MrgX1 antagonist inactive and MrgX1 agonist inactive.
Screening c1ccc(CC2CCN(c3nc4ccccc4n4nnnc34)CC2)cc1 returned MrgX1 allo act inactive, TRPC6 inhibitor inactive, TRPC6 activator inactive, RGS4 block inactive, RGS4 act inactive, SKKanGAS inh -11, ANO1 block inactive, TMEM16A act inactive, HDAC3 inh -14, MrgX1 antagonist inactive and MrgX1 agonist inactive.
CCOc1cccc2cc(-c3nnc(NCc4ccco4)s3)c(=O)oc12 was read as MrgX1 allo act inactive, TRPC6 inhibitor inactive, TRPC6 activator inactive, RGS4 block inactive, RGS4 act inactive, SKKanGAS inh -4, ANO1 block inactive, TMEM16A act inactive, HDAC3 inh 6, MrgX1 antagonist -4.8* and MrgX1 agonist inactive.
Screening COc1ccc(CCCC(=O)N/N=C\c2cccs2)cc1 returned MrgX1 allo act inactive, TRPC6 inhibitor inactive, TRPC6 activator inactive, RGS4 block inactive, RGS4 act inactive, SKKanGAS inh -5, ANO1 block inactive, TMEM16A act inactive, HDAC3 inh 10, MrgX1 antagonist inactive and MrgX1 agonist inactive.
Screening CC(=O)c1c(C)[nH]c(C(=O)CN2C(=O)NC(CCc3ccccc3)C2=O)c1C (stereo not drawn) returned MrgX1 allo act inactive, TRPC6 inhibitor inactive, TRPC6 activator inactive, RGS4 block inactive, RGS4 act inactive, SKKanGAS inh -6, ANO1 block inactive, TMEM16A act inactive, HDAC3 inh 1, MrgX1 antagonist inactive and MrgX1 agonist inactive.
For Brc1ccc(C2=Nc3ccccc3C(c3ccncc3)=NN2)cc1 the results were MrgX1 allo act inactive, TRPC6 inhibitor inactive, TRPC6 activator inactive, RGS4 block inactive, RGS4 act inactive, SKKanGAS inh -3, ANO1 block inactive, TMEM16A act inactive, HDAC3 inh -7, MrgX1 antagonist inactive and MrgX1 agonist inactive.
`COc1ccc(NC(=O)NNC(=O)CCC(=O)Nc2ccccc2Cl)cc1` gave MrgX1 allo act inactive, TRPC6 inhibitor inactive, TRPC6 activator inactive, RGS4 block inactive, RGS4 act inactive, SKKanGAS inh 1, ANO1 block inactive, TMEM16A act inactive, HDAC3 inh -1, MrgX1 antagonist inactive and MrgX1 agonist inactive.
Screening Cc1ccccc1/C=N/N1CCN(c2ccccc2)CC1 returned MrgX1 allo act inactive, TRPC6 inhibitor inactive, TRPC6 activator inactive, RGS4 block inactive, RGS4 act inactive, SKKanGAS inh -3, ANO1 block inactive, TMEM16A act inactive, HDAC3 inh 5, MrgX1 antagonist inactive and MrgX1 agonist inactive.
COc1ccc(NC(=O)CN(C)C(=O)Cn2cnc3c2c(=O)n(C)c(=O)n3C)cc1 was read as MrgX1 allo act inactive, TRPC6 inhibitor inactive, TRPC6 activator inactive, RGS4 block inactive, RGS4 act inactive, SKKanGAS inh -3, ANO1 block inactive, TMEM16A act inactive, HDAC3 inh -2, MrgX1 antagonist inactive and MrgX1 agonist inactive.
`Cc1nc2ccccc2n1C(=O)N(C)C` gave MrgX1 allo act inactive, TRPC6 inhibitor inactive, TRPC6 activator inactive, RGS4 block inactive, RGS4 act inactive, SKKanGAS inh 1, ANO1 block inactive, TMEM16A act inactive, HDAC3 inh -14, MrgX1 antagonist inactive and MrgX1 agonist inactive.
Screening CC1Cc2ccccc2N1C(=O)COC(=O)C1(c2ccccc2F)CCCC1 (stereo not drawn) returned MrgX1 allo act inactive, TRPC6 inhibitor inactive, TRPC6 activator inactive, RGS4 block inactive, RGS4 act inactive, SKKanGAS inh 15, ANO1 block inactive, TMEM16A act inactive, HDAC3 inh 17, MrgX1 antagonist inactive and MrgX1 agonist inactive.
CCc1ccc(CN2CCC(n3nccc3NC(=O)c3ccccc3Cl)CC2)cc1 was read as MrgX1 allo act inactive, TRPC6 inhibitor inactive, TRPC6 activator inactive, RGS4 block inactive, RGS4 act inactive, SKKanGAS inh -4, ANO1 block inactive, TMEM16A act inactive, HDAC3 inh 5, MrgX1 antagonist inactive and MrgX1 agonist inactive.
COc1cc(C(=O)NC23CC4CC(CC(C4)C2)C3)cc(OC)c1OC was read as MrgX1 allo act inactive, TRPC6 inhibitor inactive, TRPC6 activator inactive, RGS4 block inactive, RGS4 act inactive, SKKanGAS inh 4, ANO1 block inactive, TMEM16A act inactive, HDAC3 inh 2, MrgX1 antagonist inactive and MrgX1 agonist inactive.
Screening CC(C)Nc1cc(C(C)(C)C)nc2c(-c3ccccc3)cnn12 returned MrgX1 allo act inactive, TRPC6 inhibitor inactive, TRPC6 activator inactive, RGS4 block inactive, RGS4 act inactive, SKKanGAS inh 89*, ANO1 block inactive, TMEM16A act inactive, HDAC3 inh -14, MrgX1 antagonist inactive and MrgX1 agonist inactive.
Screening O=C(Nc1ccc2c(c1)CCC2)Nc1ccc(F)cc1F returned MrgX1 allo act inactive, TRPC6 inhibitor inactive, TRPC6 activator inactive, RGS4 block inactive, RGS4 act inactive, SKKanGAS inh 8, ANO1 block inactive, TMEM16A act inactive, MrgX1 antagonist inactive and MrgX1 agonist inactive.
For O=C(NC1CCCCC1)N1CCC(c2nc3ccccc3[nH]2)CC1 the results were MrgX1 allo act inactive, TRPC6 inhibitor inactive, TRPC6 activator inactive, RGS4 block inactive, RGS4 act inactive, SKKanGAS inh -3, ANO1 block inactive, TMEM16A act inactive, HDAC3 inh 0, MrgX1 antagonist inactive and MrgX1 agonist inactive.
COc1ccc(-n2c(NNC(C)=O)nc3sc4c(c3c2=O)CCCC4)cc1 was read as MrgX1 allo act inactive, TRPC6 inhibitor inactive, TRPC6 activator inactive, RGS4 block inactive, RGS4 act inactive, SKKanGAS inh -3, ANO1 block inactive, TMEM16A act inactive, HDAC3 inh -5, MrgX1 antagonist inactive and MrgX1 agonist inactive.

The order is random. Share with any hit: about 6.7%.
